EWS-Fli block: inhibitors of EWS/Fli oncoprotein transcriptional activity. A673 NR0B1-luciferase reporter, viability-normalised. inhibition, % at 12.6 µM. 350,000 tested, 0.67% active. AID 651661;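 active = mean inhibition of at least 50% after viability correction, with every replicate also passing that limit; inconclusive = mean reaches 50% but only one of two replicates passes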;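 also: firefly luciferase signal divided by Alamar Blue viability fluorescence both relative to DMSO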
ARNT TACC3 PPI: disruptors of human ARNT/TACC3 interaction | Q9Y6A5 | AlphaScreen His-ARNT PAS-B/GST-TACC3 binding, luminescence; TACC3 fragment carries E629A point mutation | inhibition, % at 9.99 µM | 390,000 tested, 0.66% active;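 active = mean inhibition of replicates at least 50% and at least half of replicates each reaching 50%; inconclusive = half or more replicates reach 50% but mean below 50%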;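 also: 0% = complete ARNT plus TACC3 wells and 100% = ARNT alone without TACC3; many hits fall short of the cut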
LGR2 antag: Drosophila LGR2 receptor signaling inhibition. HEK293 LGR2, CRE-luciferase, bursicon-stimulated, 4 h. inhibition, % at 9.99 µM. 380,000 tested, 0.35% active. AID 720647;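 active = drop in luminescence signal, shown as inhibition above about 50% in the replicate tests, limit read from the data, passing the limit was not always enough; inconclusive = probably only some replicates passing the limit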;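 also: agonist challenge used bursicon conditioned medium at about half maximal strength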
DENV2 CPE rescue: protects cells from dengue virus 2 cytopathic effect; DENV2-infected cells, cytopathic effect rescue, plate reader; CPE inhibition, % at 9.99 µM; 350,000 tested, 1.7% active; in the data active = CPE inhibition above about 20%, passing the limit was not always enough; inconclusive = no clear call, values can overlap the other calls; tested in BHK-21 cells;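 also: 0% = median of neutral control wells and 100% = median of positive control wells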
SIRT5 block: blocks human SIRT5 desuccinylation of peptide. Purified SirT5, succinyl-peptide AMC, trypsin-coupled fluorescence. inhibition, % at 15 µM. 330,000 tested, 1.1% active. AID 652115; in the data active = inhibition above about 15%; inconclusive = no clear call, values can overlap the other calls
Target sequence (Q9NXA8 whole entry, looked up): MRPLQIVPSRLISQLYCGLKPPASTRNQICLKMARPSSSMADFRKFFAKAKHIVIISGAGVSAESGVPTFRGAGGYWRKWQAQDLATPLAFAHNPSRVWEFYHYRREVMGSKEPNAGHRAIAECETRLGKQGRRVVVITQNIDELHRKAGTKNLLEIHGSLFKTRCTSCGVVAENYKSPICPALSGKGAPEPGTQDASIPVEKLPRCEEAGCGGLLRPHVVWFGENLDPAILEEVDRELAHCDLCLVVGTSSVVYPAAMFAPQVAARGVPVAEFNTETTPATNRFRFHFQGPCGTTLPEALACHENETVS
PAX8 reporter: inhibitors of PAX8 transcriptional activity in RMG-I cells; inhibition, % at 12.6 µM; RMG-I TPO-luciferase reporter, SteadyGlo, 24 h; 360,000 tested, 1.2% active;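 active = mean replicate inhibition at least 60% with every replicate also reaching 60%; inconclusive = only one of the two criteria is met; inactive = mean below 60% and not all replicates reaching 60%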;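 also: luciferase light reporting Pax8 driven TPO promoter activity; plate controls were median of neutral control wells for no effect and mitoxantrone controls for full effect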
Casp6 inh: inhibitors of human caspase-6; purified caspase-6, Z-VEID-R110 cleavage fluorescence; 350,000 tested, 0.53% active; P55212; inhibition, % at 12.5 µM;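 active = mean inhibition across replicates at least about 35%, with every replicate also reaching that limit, limit read from the data; inconclusive = only one of the two criteria met; inactive = neither criterion met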;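 also: 0% = median of neutral control wells and 100% = no fluorescence left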
Target sequence (P55212 24-179 limits assumed): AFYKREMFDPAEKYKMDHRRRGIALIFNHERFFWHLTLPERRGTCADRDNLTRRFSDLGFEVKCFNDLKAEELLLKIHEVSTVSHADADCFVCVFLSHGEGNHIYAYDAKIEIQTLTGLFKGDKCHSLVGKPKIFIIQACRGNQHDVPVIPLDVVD
Target sequence (P55212 194-293 limits assumed): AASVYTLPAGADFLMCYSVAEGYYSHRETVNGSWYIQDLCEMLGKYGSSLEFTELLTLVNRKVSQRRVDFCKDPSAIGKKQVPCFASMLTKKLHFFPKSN
* = called active by the depositor; ? = inconclusive; / = no result given; & = joins results of further samples.

The first 4 entries (preview)
SMILES | EWS-Fli block | ARNT TACC3 PPI | LGR2 antag | DENV2 CPE rescue | SIRT5 block | PAX8 reporter | Casp6 inh
O=C(NCc1ccccc1)c1ncn(Cc2ccccc2)c1C(=O)NCc1ccccc1 | 9 | -10 | 9 | / | / | 19 | 3
CCCC(=O)Nc1ccc2c(c1)OC[C@H](C)N(C(=O)c1cccnc1)C[C@@H](C)[C@@H](OC)CN(C)C2=O | 5 | -2 | -6 | 0 | -2 | -4 | 2
COc1cccc(-n2c(SCC(=O)NCC3CCCO3)nc3c([nH]c4ccccc43)c2=O)c1 (stereo not given) | 10 | 0 | -11 | 6 | 3 | 20 | -1
Cc1ccc(C(C(=O)NC(C)(C)C)N(CC2CCCO2)C(=O)c2csnn2)cc1 (stereo not given) | 7 | 3 | -10 | 7 | 3 | 8 | -2

Results, previewed entries included:
SMILES | EWS-Fli block | ARNT TACC3 PPI | LGR2 antag | DENV2 CPE rescue | SIRT5 block | PAX8 reporter | Casp6 inh
O=C(NCc1ccccc1)c1ncn(Cc2ccccc2)c1C(=O)NCc1ccccc1 | 9 | -10 | 9 | / | / | 19 | 3
CCCC(=O)Nc1ccc2c(c1)OC[C@H](C)N(C(=O)c1cccnc1)C[C@@H](C)[C@@H](OC)CN(C)C2=O | 5 | -2 | -6 | 0 | -2 | -4 | 2
COc1cccc(-n2c(SCC(=O)NCC3CCCO3)nc3c([nH]c4ccccc43)c2=O)c1 (stereo not given) | 10 | 0 | -11 | 6 | 3 | 20 | -1
Cc1ccc(C(C(=O)NC(C)(C)C)N(CC2CCCO2)C(=O)c2csnn2)cc1 (stereo not given) | 7 | 3 | -10 | 7 | 3 | 8 | -2
CCOC(=O)C1=NNC2(c3ccccc3)C(=O)N(c3cccc(Br)c3)C(=O)C12 (stereo not given) | 1 | -2 | 35 | 18 | 2 | 0 | 0
CCn1c(SCC(=O)NNC(=O)c2ccc(OC)cc2)nnc1C(C)C | 1 | -25 | 0 | -6 | 0 | -6 | 0
O=C(COC(=O)Cn1nnc(-c2ccccc2)n1)Nc1ccccc1Br | -1 | -3 | 15 | -13 | 0 | -2 | 5
Cc1nc(Nc2ccc(O)cc2)c2c3c(sc2n1)CCCC3 | 37 | 8 | 5 | 3 | / | 17 | 6
COCCOc1ccc(C(F)(F)F)cc1NC(=O)COC(=O)C12CC3CC(CC(O)(C3)C1)C2 | / | -7 | -4 | -9 | 2 | 11 | 1
C/C=C/c1cnc2c(c1)C(=O)N([C@@H](C)CO)C[C@H](C)[C@@H](CN(C)C(=O)c1cccc(F)c1)O2 | -3 | 7 | 0 | 8 | 0 | -1 | 0
CCN(CC)S(=O)(=O)c1ccc(N2CCOCC2)c(NC(=O)C2CC2)c1 | -5 | -3 | -12 | -5 | -4 | -2 | 0
CC(C)(C)c1ccc(OCC(O)CN2CCN(C(=O)c3ccccc3)CC2)cc1 (stereo not given) | 15 | 3 | 5 | 8 | -1 | 19 | 1
CN1C(=O)c2cc(NC(=O)c3cccc(F)c3)ccc2OC[C@@H]2O[C@@H](CC(=O)NCc3ccccc3Cl)CC[C@H]21 | 14 | 17 | 14 | -7 | 3 | 10 | 1
CCCC(NC(=O)C(C)N1CCN(S(=O)(=O)c2ccccc2)CC1)c1ccccc1 (stereo not given) | 4 | -1 | -3 | ? | -3 | 18 | 3
CO[C@H]1O[C@H](CO)[C@@H](OC(=O)Nc2ccccc2)[C@H](OC(=O)Nc2ccc3c(c2)OCO3)[C@@H]1OC(=O)Nc1ccc2c(c1)OCO2 | -4 | 5 | / | -1 | 7 | / | 3
CC(C)(C)c1cc(CN(CCO)CCO)c(O)c(C(C)(C)C)c1 | 6 | 1 | 28 | 3 | -2 | 6 | -2
O=C(CN1CCOCC1)NCC[C@H]1CC[C@@H](NC(=O)Nc2ccc(F)cc2)[C@H](CO)O1 | 3 | -8 | 8 | 4 | 2 | -13 | -1
COC(=O)c1ccc(NC(=O)C(=O)c2cccn2C)cc1 | -73 | 2 | ? | 14 | 2 | -86 | 0
CN(C)S(=O)(=O)c1cccc(NC(=O)c2cc(=O)[nH]c3ccccc23)c1 | 7 | -1 | 11 | -4 | / | -18 | 6
Cc1cccc(S(=O)(=O)Nc2ccc(-c3ccc4nncn4n3)cc2)c1 | 10 | -4 | -2 | 4 | -2 | / | 0
COCC#Cc1cnc2c(c1)C(=O)N([C@H](C)CO)C[C@H](C)[C@H](CN(C)C(=O)NC1CCCC1)O2 | 3 | 3 | 1 | 7 | 0 | / | 0
CCC(C)(O)c1[nH]c2ccc(C(=O)OC)cc2c1C (stereo not given) | -10 | -15 | -33 | -8 | / | -80 | -1
CC1(C)CC2CC(C)(CN2S(=O)(=O)c2ccc(C(=O)Nc3cccc(S(=O)(=O)N4CCOCC4)c3)cc2)C1 (stereo not given) | 25 | -4 | / | 4 | -1 | 31 | -5
C[C@@H]1CN([C@H](C)CO)C(=O)c2cc(C#Cc3ccc(F)cc3)cnc2O[C@@H]1CN(C)C(=O)c1ccccc1F | -10 | 10 | -17 | 45* | -1 | 7 | -5
CCOC(=O)C1(CC2CCCCO2)CCN(Cc2nc3ccccc3nc2C)CC1 (stereo not given) | 19 | -1 | 2 | 14 | / | -2 | -1
O=C1C=CC2(C=C1)O[C@H](Cc1ccccc1)[C@@H](Cc1ccccc1)O2 | 49 | 6 | 98* | -9 | 0 | 121* | 19
Cc1noc(C(=O)Nc2ccc(F)c(Cl)c2)c1Cl | -63 | 22 | -14 | 1 | -2 | -24 | 4
COc1ccc2cc(OCC(=O)NNC(=O)Nc3ccc(F)cc3)ccc2c1 | / | 6 | -3 | 11 | -2 | 3 | 24
C[C@H]1CN([C@@H](C)CO)C(=O)CCCn2cc(nn2)CO[C@H]1CN(C)Cc1cccnc1 | -4 | -5 | -6 | -3 | -4 | / | 2
O=C(CCCCn1cnc2c(=S)nc[nH]c21)Nc1ccc(C(=O)O)cc1 | -5 | 0 | -21 | 8 | / | 7 | 0
CC(Sc1nnc(-c2ccccc2)c(-c2ccccc2)n1)C(=O)NCC1CCCO1 (stereo not given) | 6 | 14 | / | -8 | 0 | 21 | 1
COc1ccccc1-c1nnc(NC(=O)C2CCCN2S(=O)(=O)c2cccs2)o1 (stereo not given) | -3 | / | -1 | -7 | -1 | 4 | 5
COc1ccc(C(CNC(=O)COc2ccccc2OC)N2CCCCC2)cc1 (stereo not given) | 5 | -1 | 2 | 4 | 0 | -8 | -3
CN(CC(=O)Nc1cccc(F)c1)C(=O)CNS(=O)(=O)c1ccc(N(C)C)c([N+](=O)[O-])c1 | -9 | 2 | -3 | 89* | 6 | 1 | -1
CCOC(=O)Cn1c(=O)oc2cc(S(=O)(=O)N(C)c3ccc(OC)cc3)ccc21 | -9 | -1 | 4 | 3 | -3 | 6 | 1
O=C1OCCN1C(=O)[C@H]1[C@H](c2ccc(F)cc2)C(c2cccc(Cl)c2)=NN1c1ccc(Br)cc1 | -11 | -43 | -77 | -1 | -2 | -7 | 0
CC(C)c1nc2cc(C(=O)N3CCNC(=O)C3c3ccc(F)cc3)ccc2o1 (stereo not given) | -5 | 0 | -2 | 8 | 1 | 5 | 2
COCCNC(=O)C[C@@H]1C[C@H]2c3cc(NC(=O)Nc4ccc(F)cc4)ccc3O[C@H]2[C@@H](CO)O1 | 1 | 2 | -1 | 6 | / | -2 | /
C[C@H](CO)N1C[C@H](C)[C@@H](CN(C)S(=O)(=O)CC(F)(F)F)OCc2ccccc2-c2ccccc2C1=O | 3 | 3 | / | -1 | / | -24 | 0
O=C1c2ccccc2C(=O)N1/N=C/c1ccc(O)c(O)c1 | / | -10 | 10 | / | / | 6 | /
Cc1ccn2c(-c3n[nH]c(=S)n3C)c(C)nc2c1 | / | -5 | -2 | / | / | 11 | /
COc1ccc(/C=N/n2cncn2)cc1Cn1cc([N+](=O)[O-])cn1 | 0 | / | -9 | -3 | -1 | 16 | -2
Cc1ccc(NC(=O)CN(C)C(=O)C(C)OC(=O)CNC(=O)c2ccc(Cl)c([N+](=O)[O-])c2)cc1 (stereo not given) | 5 | 2 | -25 | 9 | 0 | 5 | 0
COc1ccc(CCNC(=O)CCCOc2cc(=O)n(C)c3ccccc23)cc1OC | 10 | 5 | -16 | 3 | -2 | 1 | 1
NC(=O)NCC(=O)N1CCN(S(=O)(=O)c2ccc(Cl)s2)CC1 | 1 | / | -42 | -3 | -1 | 15 | -2
C[C@@H]1CN([C@H](C)CO)C(=O)c2cc(NC(=O)C3CCCCC3)ccc2O[C@@H](C)CCCCO[C@H]1CN(C)S(=O)(=O)c1cccs1 | 7 | 2 | 22 | -4 | 7 | / | -3
COC(=O)c1sccc1NC(=O)c1ccnn1C | / | -1 | -2 | -9 | 0 | 2 | -2
COCC(=O)Nc1ccc2c(c1)C(=O)N(C)C[C@H](OC)[C@H](C)CN(C(=O)c1ccccc1F)[C@@H](C)CO2 | -8 | -5 | 1 | 6 | -2 | 8 | -1
COc1ccc(C2OCC3(CO2)SC(N)=NC3=O)cc1 (stereo not given) | 2 | -4 | 9 | 3 | -3 | / | -3
COc1cc(OC)cc(C(=O)NCC2CCN(C(=O)C(=O)c3cccs3)CC2)c1 | -2 | / | 15 | 18 | / | 3 | 0
Additional results.
SMILES | EWS-Fli block | ARNT TACC3 PPI | LGR2 antag | DENV2 CPE rescue | SIRT5 block | PAX8 reporter | Casp6 inh
CC(C)C#Cc1ccc([C@H]2[C@@H](CO)N(C(=O)c3cccc(F)c3)[C@H]2C#N)cc1 | 5 | 3 | 5 | 16 | -3 | -7 | -4
Cc1cc(C(=O)Nc2cccc3c2O[C@@H](CN(C)Cc2ccccc2)[C@@H](C)CN([C@@H](C)CO)C3=O)n(C)n1 | -1 | 9 | -2 | 9 | -4 | 13 | 1
COc1ccc2oc(C(=O)OCC(=O)N(C)C3CCCCC3)c(C)c2c1 | 2 | -21 | -5 | -6 | -2 | 0 | -3
CCNC(=O)C[C@@H]1CC[C@H]2[C@@H](COC[C@H](O)CN2C(=O)c2cccnc2)O1 | -7 | 8 | -5 | -1 | 17* | 16 | -1
CCC[C@@H]1CCCO[C@@](C(=O)NCc2cc(C)n(C)n2)(C(F)(F)F)C1 | 1 | / | -8 | -3 | -3 | 1 | -3
CN1C(=O)c2cc(NC(=O)c3cscn3)ccc2OC[C@H]2O[C@H](CC(=O)NCC3CC3)CC[C@@H]21 | 3 | 2 | 7 | 8 | / | -5 | /
CCCN1CCC(=NNC(=O)c2ccc(Br)o2)CC1 | 0 | 1 | 2 | / | -3 | / | -1
C[C@@H]1CN([C@@H](C)CO)C(=O)CCCn2nncc2CO[C@H]1CN(C)C(=O)Nc1ccnc(N2CCOCC2)c1 | 1&-6&-3 | -2 | -5&-15 | -11&-2 | -1&-8 | -6&-6&1 | 1&1
CCN1CCN(c2nc3ccccn3c(=O)c2C=O)CC1 | 1 | 13 | -8 | 9 | -2 | 3 | -17
COc1ccc(C=O)cc1OS(=O)(=O)c1ccc(NC(C)=O)cc1 | 6 | / | -4 | -7 | -8 | 11 | 0
CO[C@@H]1CN(C)C(=O)c2cc(NC(=O)C3CCCCC3)ccc2OC[C@@H](C)N(Cc2cccnc2)C[C@H]1C | 10 | -1 | 1 | 9 | -2 | 10 | -3
C[C@@H]1CCCCO[C@@H](CN(C)CC2CCCCC2)[C@H](C)CN([C@H](C)CO)C(=O)c2cc(NC(=O)c3ccncc3)ccc2O1 | / | -4 | -21 | 2 | -3 | -4 | 1
Cc1cc(S(=O)(=O)N(Cc2ccccc2Cl)c2ccc3c(c2)CCC3)ccc1-n1cnnn1 | / | -8 | 1 | / | / | 15 | /
C=CCn1c(CCSCc2ccccc2)n[nH]c1=S | -1 | -3 | 1 | 2 | -5 | -11 | 1
CC(C)CNc1cccc2c1S(=O)(=O)N[C@@H](C)CO2 | 11 | / | 0 | -11 | 0 | -3 | -10
CC(C)NC(=O)NCC[C@@H]1CC[C@@H](NS(=O)(=O)c2ccccc2)[C@@H](CO)O1 | 13 | / | 1 | 7 | 2 | / | -2
Cn1c(Cc2nc3ccccc3n2C)nc2ccccc21 | -3 | 1 | 7 | -4 | / | -16 | /

Compounds as they come; about 4.9% have a hit in one of these screens.
